# mcGAS lum: inhibitors of mouse cGAS | Q8C6L5 | recombinant cGAS, Kinase-Glo ATP depletion luminescence | inhibition, % at 12.5 µM | 160,000 compounds, 0.15% hits | AID 1259399;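 note: 0% = negative control wells and 100% = reference inhibitor with no enzyme activity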
# hcGAS inh: human cGAS inhibition; Q8N884; 290,000 compounds, 0.081% hits; inhibition, % at 12.5 µM; recombinant h-cGAS, ATP depletion, Kinase-Glo luminescence; AID 1259398;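 note: 0% = vehicle reaction and 100% = reaction without DNA for no activity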
# Target sequence (Q8N884 whole entry, looked up): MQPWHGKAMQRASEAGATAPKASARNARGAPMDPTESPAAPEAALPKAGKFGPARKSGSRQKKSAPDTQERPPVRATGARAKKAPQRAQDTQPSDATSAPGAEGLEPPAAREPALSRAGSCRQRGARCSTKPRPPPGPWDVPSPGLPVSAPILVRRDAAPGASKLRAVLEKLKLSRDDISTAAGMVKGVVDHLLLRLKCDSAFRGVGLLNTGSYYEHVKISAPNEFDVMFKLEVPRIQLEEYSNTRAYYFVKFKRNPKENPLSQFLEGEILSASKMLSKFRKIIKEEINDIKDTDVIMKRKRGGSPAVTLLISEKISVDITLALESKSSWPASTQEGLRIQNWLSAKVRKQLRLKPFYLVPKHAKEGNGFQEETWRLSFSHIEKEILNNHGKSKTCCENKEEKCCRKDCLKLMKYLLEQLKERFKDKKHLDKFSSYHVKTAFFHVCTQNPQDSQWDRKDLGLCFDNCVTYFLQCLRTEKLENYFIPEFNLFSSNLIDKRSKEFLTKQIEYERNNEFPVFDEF
# NPYLR7 ag: mosquito NPYLR7 agonism; HEK293T NPYLR7/Galpha15, GCaMP6s calcium fluorescence; activation, % at 10 µM; 270,000 compounds, 0.15% hits; in the data active = activation above about 40%;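 note: 0% = vehicle and 100% = reference agonist at the receptor; some compounds past the cut are filed as inactive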
# * hit, by the source's call; . = no result given; & = joins results of further samples. Cut-off read from the data, not from the text of the source, unless noted: active = inhibition above about 40%; inactive = the rest. Compounds were not picked by outcome; 0.27% or so of the library scored in one or more.
SMILES,mcGAS lum,hcGAS inh,NPYLR7 ag
CCc1c(C)nc(-n2nc(C)cc2C)n(CC(=O)NCc2ccc(F)cc2)c1=O,-7,-5,2
Cc1cc(=O)[nH]c2cc3c(cc12)C(C)(C)C(C)N3C (stereo unspecified),.,-5&-11,-6
COCCOCC(=O)N1CCC(n2c(=O)oc3ccc(C(C)(C)C)cc32)CC1,2,5,-8
Cc1cc(C)cc(N2CC(C)Cn3c2nc2c3c(=O)n(CCN3CCOCC3)c(=O)n2C)c1 (stereo unspecified),.,-10,0
Cc1ccc(Cl)cc1NCc1cnc(Cl)s1,.,-9,0
CSc1nc(-c2ccccc2)cn1CC(N)=O,.,-7,14
CCc1ccc(C(=O)N2CCN(c3cc(Oc4cccc(C)c4)ncn3)CC2C)cc1 (stereo unspecified),-6,-6,10
CC(=O)Nc1ccc(S(=O)(=O)Oc2ccccc2CN(Cc2ccco2)C(=O)c2cccs2)cc1,-4,-5,2
CC(C)=CCN1CCc2c([nH]c3ccccc23)C1c1cccc(C)n1 (stereo unspecified),-16,-6,9
COc1cc(CN2CCn3nc(C(=O)NCCC(c4ccccc4)c4ccccc4)cc3C2=O)cc(OC)c1,-3,-5,-5
CCOC(=O)c1ccc2c(c1)nc(SCc1cccc(C#N)c1)n2CCCOC(C)C,1,4,7
Cc1cc(C(=O)N2CSCC2C(=O)N(C)C)c(C)n1CC1CC1 (stereo unspecified),.,-5,12

# Filtered by structure: the entries above with four or more nitrogen atoms.
SMILES,mcGAS lum,hcGAS inh,NPYLR7 ag
CCc1c(C)nc(-n2nc(C)cc2C)n(CC(=O)NCc2ccc(F)cc2)c1=O,-7,-5,2
Cc1cc(C)cc(N2CC(C)Cn3c2nc2c3c(=O)n(CCN3CCOCC3)c(=O)n2C)c1 (stereo unspecified),.,-10,0
CCc1ccc(C(=O)N2CCN(c3cc(Oc4cccc(C)c4)ncn3)CC2C)cc1 (stereo unspecified),-6,-6,10
COc1cc(CN2CCn3nc(C(=O)NCCC(c4ccccc4)c4ccccc4)cc3C2=O)cc(OC)c1,-3,-5,-5

# The list goes on.
SMILES,mcGAS lum,hcGAS inh,NPYLR7 ag
COc1ccc(Nc2ncccc2C(=O)N[C@@H](C)[C@H](O)c2ccccc2)cc1,.,-7,-6
C/C=C/C1OC23CCCCC2C(C#N)(C#N)C1(C#N)C(=N)O3 (stereo unspecified),.,-3,-5
CN1CCC(Cc2noc(CCn3cccc3)n2)CC1,.,-5,2
COC(=O)c1ccc(OCC(O)CN(C)Cc2cccnc2)cc1 (stereo unspecified),.,-5,2
Cc1cc(C)c(NC(=O)Cn2cccc(-c3nc(-c4ccccc4)no3)c2=O)c(C)c1,-8,-7,.
FC(F)(F)c1cc(-c2ccc(Cl)cc2)n[nH]1,.,-5,15
Nc1nc2ccc(Oc3ccc4nc(N)sc4c3)cc2s1,-3,-7,-3
Cc1ccc(-c2[nH]ncc2CNC2CCN(c3ccccc3)CC2)cc1C,-9,-1,3
COc1ccc(CN2CCNCC(CC(=O)O)C2)c(OC)c1OC (stereo unspecified),.,2,-4
Cc1cc(Br)c(S(=O)(=O)NCCCn2ccnc2)cc1C,.,3,-3
Fc1cccc(CN2CCN(Cc3ccc(-c4ccccc4)nc3)CC2)c1,.,-3,10
Cc1sc2ncn(CC(=O)Nc3nc(-c4cc(F)ccc4F)cs3)c(=O)c2c1C,.,4,6

# Four structures already listed, arranged by count of non-hydrogen atoms, largest number first:
SMILES,mcGAS lum,hcGAS inh,NPYLR7 ag
COc1ccc(Nc2ncccc2C(=O)N[C@@H](C)[C@H](O)c2ccccc2)cc1,.,-7,-6
Fc1cccc(CN2CCN(Cc3ccc(-c4ccccc4)nc3)CC2)c1,.,-3,10
C/C=C/C1OC23CCCCC2C(C#N)(C#N)C1(C#N)C(=N)O3 (stereo unspecified),.,-3,-5
Cc1cc(Br)c(S(=O)(=O)NCCCn2ccnc2)cc1C,.,3,-3

# More compounds:
SMILES,mcGAS lum,hcGAS inh,NPYLR7 ag
COc1ccc(Oc2cccc(CN3CCOC4(CNCCOC4)C3)c2)cc1 (stereo unspecified),.,-3,0
CCOC(=O)C1=C(O)/C(=C\c2ccccn2)SC1=Nc1ccc(OC)cc1OC,-5,-4,-7
CNS(=O)(=O)c1cccc(NC(=O)N(CC2CCCO2)CC2CCCO2)c1 (stereo unspecified),.,-1,1
CCCNC(=O)c1cccc(CNCc2cc(F)ccc2F)c1,.,6,-2
Cc1nc2c(=O)n(CC(=O)NCc3ccco3)nc(-c3ccco3)c2s1,-6,5,1
Clc1ccc(OCCOC2OCCOC2OCCOc2ccc(Cl)cc2)cc1 (stereo unspecified),.,-7,2
CC(C)(C)c1[nH]ncc1CNCC1CN(C2CC2)CCO1 (stereo unspecified),.,-6,-3
COc1cc2[nH]c3c(=O)n(CCC(=O)N4CCN(c5ccccc5OC)CC4)cnc3c2cc1OC,-2,-1,.
CC(=O)N1CCN(CC(=O)Nc2ccc3c(c2)OCCCO3)CC1,.,-7,12
CC(=O)N1CCN(c2ncccc2CNC(=O)Cc2c(C)[nH]c3ccccc23)CC1,-3,0,-5
Cc1cc(C)c(CNC(=O)N(C)Cc2nnc3n2CCC3)c(=O)[nH]1,.,-16,-9
Cn1nccc1C(=O)N1C[C@H]2[C@H](O)[C@@H]3C[C@H](c4ccc(F)cc4)[C@@H](O3)[C@H]2C1,-6,-10,5
Cc1nc2ccc(Cl)cn2c(=O)c1NC(=O)c1ccccc1,.,-12,3
CC(=O)OC12CC3CC(C1)CC(c1nc(CC4CCN(C)CC4)no1)(C3)C2,1,5,.
Cc1cc(C)n(CC(C)n2ccnc2-c2ccc(C(=O)O)cc2)n1 (stereo unspecified),-11,-7,-2
COc1cccc(-c2cccc(C)n2)c1F,-11,-5,-3
Cc1cc(C(=O)Nc2ccc3nc(N4CCN(C)CC4)sc3c2)n(C)n1,.,6,1
CCOC(=O)c1cc(C#N)c(C)nc1N1CCN(CCCOc2ccccc2)CC1,-2,0,0
Cc1cnc(C(NC(=O)N(C)CC2CCC2)C2CC2)s1 (stereo unspecified),-1,2,-8
Cc1cc(C)c(C(=O)N(CCC(F)(F)F)CC2CC2)c(=O)[nH]1,-2,0,-3
CCOc1ccc(S(=O)(=O)NCCCn2nc(-c3ccncc3)ccc2=O)cc1,.,-1,16
COc1cc(CN2CCn3nc(C(=O)NCCCN4CCOCC4)cc3C2=O)cc(OC)c1,-5,-6,-4
CC1CCCCC12NC(=O)N(CC(=O)NCC(F)(F)F)C2=O (stereo unspecified),.,-2,1
CC1(C(=O)NS(=O)(=O)c2ccccc2)CCN1C(=O)c1ccc(C2CCCCC2)cc1 (stereo unspecified),.,-7,0
COc1ccc(-n2c(SCc3ccc(C(=O)O)cc3)nnc2-c2ccc([N+](=O)[O-])cc2)cc1,1,-2,12
O=C(O)c1cc(CN2CCN(c3ncc(Cl)cn3)CC2)ccc1O,.,-5,6
Cc1cc(C)nc(NN=Cc2c(N3CCCC3)nc3c(C)cccn3c2=O)n1,-4,-6,1
N#Cc1c(-c2ccco2)c2c([nH]c1=S)CCCC2,-8,2&-5,5&15
CC(=O)c1ccccc1NC(=O)CN(C)Cc1cnn(C)c1,-14,-7,8
Cn1c(=NNS(=O)(=O)c2ccc(Cl)s2)sc2ccccc21,.,-13,3
O=C(NC1(c2ccc(F)cc2)CCCC1)c1cccs1,.,-14,3
COC(=O)Cn1c(=NC(=O)CN2C(=O)CCC2=O)sc2cc(C)ccc21,.,-11,5
CC(=O)NCCN(Cc1ccccc1)C(=O)c1cc2ccccc2n1C,.,-6,2
O=C(Cc1ccccc1)N1CCC(Cc2ccc(F)cc2)CC1,-4,-4,0
CC1(C(=O)Nc2ccc(F)cc2F)CCN1C(=O)Cc1ccsc1 (stereo unspecified),-4,-9,-4
Cc1cc(CNC(=O)N(C)Cc2ccc(N(C)C)cc2)on1,.,-12,10
CCOC(=O)CNC(=O)N1CCC2(CC1)NC(=O)c1cc(Br)ccc1N2,-4,-5,7
COc1ccc(C2c3ccsc3CCN2CC(=O)N2CCN(C(=O)c3ccccc3Cl)C(C)C2)cc1 (stereo unspecified),-6,-4,8
CC1CCCN(S(=O)(=O)c2ccc3c(c2)nc(SCc2cc(Cl)cc4c2OCOC4)n3CC2CCCO2)C1 (stereo unspecified),-7,-5,2
Cc1ccc(C)c(Cc2c(C)nc(C)nc2N2CCN(C(=O)c3ccc(Cl)cc3)CC2)c1,0,7,5
Cn1ccnc1CN1CCN([C@H]2C[C@H]3C[C@@H](c4ccccc4)OC[C@@]3(C)C2)CC1,-6,6,1
CC(C)(C)c1cc(NC(=O)c2cccc(Cl)c2Cl)n(-c2cc(Cl)ccc2Cl)n1,-8,-2,21
COc1ccc(C2c3[nH]c4ccccc4c3CCN2Cc2cccn2-c2ncccn2)cc1C (stereo unspecified),-11,-13,13
Cc1cc(C)c(S(=O)(=O)N(CC(=O)N(CCc2c[nH]c3ccccc23)Cc2ccc(Cl)c(Cl)c2)C2CC2)c(C)c1,-5,-4,22
O=C(Cn1ccn2nc(-c3ccccc3)cc2c1=O)NCCc1ccccc1,-8,-5,5
O=C1c2ccccc2C(=O)N1CC1CNCCO1 (stereo unspecified),.,-8,4
O=C(NCC1CCCN(C(=O)c2cccc(N3CCNC3=O)c2)C1)c1cc2ccccc2[nH]1 (stereo unspecified),-10,-6,18
CC1=C(C(=O)N(C)Cc2cc(C3CC3)on2)C(C)NC(=O)N1 (stereo unspecified),.,-7,2
CCCCc1nc(N2CCN(S(=O)(=O)c3cccc(C(F)(F)F)c3)CC2)c2c3c(sc2n1)CC(C)CC3 (stereo unspecified),-3,-1,12
COc1cc(C=C(C#N)c2nnc3n2CCCCC3)cc(OC)c1OC,.,-4,-5
COc1ccc(NS(=O)(=O)CCC(C)(C)C)cc1OC(F)F,.,-10,11
Fc1ccc2nc3c(nc2c1)c1cc(F)ccc1n3Cc1cc(Cl)cc2c1OCOC2,-6,3,-7
Cc1cc(NC(=O)Cn2nc(C)c(C#N)c2N)ccc1Br,.,-4,9
O=C(Nc1ccc(Cl)c(C(F)(F)F)c1)N1CCc2c([nH]c3ccccc23)C1c1cc(Cl)cc2c1OCO2 (stereo unspecified),-5,-3,-4
Cc1ccc(S(=O)(=O)n2nc(C)c(S(=O)(=O)N3CCCCCC3)c2C)cc1C,.,-8,4
CCCNC(=O)c1cc(NC(=O)Nc2ccc(Br)cc2)ccc1N1CCCCC1,-5,-6,23
CC(=O)c1c(C)[nH]c(C(=O)Cn2cc(C(F)(F)F)cc(Cl)c2=O)c1C,-2,74*,-2
O=C(COc1coc(CN2CCc3ccccc3C2)cc1=O)N1CCCc2ccccc21,-7,-6,1
CCCCC(=O)Nc1oc2c(C)cccc2c(=O)c1-c1ccc(OC)c(OC)c1,.,0,-4
Cc1ccc(NS(=O)(=O)c2ccc(F)c(F)c2)cc1S(=O)(=O)N1CCCCC1,.,-7,-1
# Continuation.
SMILES,mcGAS lum,hcGAS inh,NPYLR7 ag
COCCn1c(C)cn2c3c(=O)n(CCCc4ccccc4)c(=O)n(C)c3nc12,-8,-9,.
COc1cccc(OCC(O)Cn2ccnc2-c2nc[nH]c2C)c1 (stereo unspecified),-14,-7,3
COc1ccccc1-n1ncc2c(C)nnc(SCc3ccccn3)c21,-1,3,-11
COc1ccc(CCN2CCCC(CN(C)C(=O)c3cnsn3)C2)cc1 (stereo unspecified),-5,-4,0
O=C(Nc1ccnn1C1CCN(Cc2cccc(OCCO)c2)CC1)C1CC1,.,-6,1
O=C(CN(c1cccc([N+](=O)[O-])c1)S(=O)(=O)c1ccccc1)Nc1ccc(Cl)cc1,-5,-5,-1
Cc1cc(C)c(S(=O)(=O)Nc2ccc(S(=O)(=O)Nc3ccccc3)cc2)c(C)c1,-9,-6,16
Cn1cc[nH]c1=S,-5,-5&-6&-9,1&-5&2
COc1ccc(CN(CCc2c[nH]c3ccccc23)C(=O)CN(C(=O)c2ccc(Cl)c(Cl)c2)C2CC2)cc1OC,-2,3,6
CC(C)c1n[nH]c(C2CN(C(=O)c3ccncc3F)CCO2)n1 (stereo unspecified),-6,-11,9
O=C(NCCOc1ccccc1)c1ccc(-c2cc(-c3cccc(C(F)(F)F)c3)n[nH]2)cc1,-8,-9,-1
Cc1cc(C)c2sc(N(CCN(C)C)C(=O)CCS(=O)(=O)c3ccc(F)cc3)nc2c1,-7,-6,-1
COc1cc2c(cc1OC)CN(C1CCCN(Cc3ccc4c(c3)CCO4)C1)CC2 (stereo unspecified),.,-5,2
COc1ccc(/C=C2\C(=O)NC(=S)N(Cc3ccccc3)C2=O)cc1,14,1,0
Cc1nnc(SCc2cccc([N+](=O)[O-])c2)[nH]c1=O,-7,2,1
CCn1nccc1NC(=O)C1(C)CCN1C(=O)C1(c2ccc(Cl)cc2)CC1 (stereo unspecified),-5,-10,-3
COc1ccc(CCN2CC3=C(C2=O)C(c2cccc(F)c2)NC(=O)N3)cc1 (stereo unspecified),.,5,-5
COc1ccc(C(=O)N2CCCC(CO)(CCCc3ccccc3)C2)cc1C (stereo unspecified),-8,-1,.
COc1ccccc1N1CCN(c2ccc(NC(=O)c3cc(C(F)(F)F)cc(C(F)(F)F)c3)cc2C(=O)NCCN2CCOCC2)CC1,-5,-3,17
Cc1ncc([N+](=O)[O-])n1CCOC(=O)c1ccco1,-4,-2,15
NC(=O)c1cc(N2CCCCC2)ccc1NS(=O)(=O)c1ccc(Cl)cc1,.,-3,9
Cc1ccc(N2C(=O)C3C4C=CC(C5CC45)C3C2=O)cc1C (stereo unspecified),-7,-6,3

# Full records from above.
# Cc1cnc(C(NC(=O)N(C)CC2CCC2)C2CC2)s1 (stereo unspecified) is entered as mcGAS lum = -1; hcGAS inh = 2; NPYLR7 ag = -8
# Cc1ncc([N+](=O)[O-])n1CCOC(=O)c1ccco1 is entered as mcGAS lum = -4; hcGAS inh = -2; NPYLR7 ag = 15
